Compound activity: PubChem, National Center for Advancing Translational Sciences (NCATS)
TDP1 cell CPT – DT40-hTDP1 cell growth loss with CPT; actives 12% (n = 420,000); Potency, µM (doses to about 46.2 µM), inactives show at the top dose activity change, negative = growth inhibition, most hits filed as inhibitors; chicken DT40 Tdp1-/-;hTDP1 cells + 20 nM CPT, ATP luminescence, 48 h; also: nearly all actives have a fitted effect of over 55% in size
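Chicken DT40 Tdp1-/- cells stably complemented with human TDP1 were seeded at 400 cells/well in medium containing 20 nM camptothecin, exposed to pin-transferred compounds, and grown at 37 °C for at least 48 hr. Viability was read as ATP luminescence.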
FEN1 inhibitor – blocks human flap endonuclease 1; actives 0.35% (n = 390,000); Potency, µM (top dose mostly 114 µM), without a hit: top-dose activity change, negative = inhibition, actives largely listed as inhibitors; P39748; AID 588795; Recombinant FEN1 flap cleavage, fluorescence, 15 min; also: nearly all actives have a fitted effect of over 65% in size
Target sequence (P39748 whole entry, looked up): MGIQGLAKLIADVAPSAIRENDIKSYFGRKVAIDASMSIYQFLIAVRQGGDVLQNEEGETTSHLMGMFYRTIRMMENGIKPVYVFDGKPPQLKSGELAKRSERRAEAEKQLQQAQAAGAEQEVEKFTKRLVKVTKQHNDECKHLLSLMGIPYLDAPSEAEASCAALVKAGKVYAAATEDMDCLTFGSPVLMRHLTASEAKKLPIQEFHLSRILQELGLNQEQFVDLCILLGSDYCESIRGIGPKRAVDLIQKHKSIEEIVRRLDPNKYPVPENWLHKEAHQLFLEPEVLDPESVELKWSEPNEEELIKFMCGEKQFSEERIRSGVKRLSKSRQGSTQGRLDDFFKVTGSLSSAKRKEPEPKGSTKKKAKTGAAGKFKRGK
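Enzyme 10 nM, 15 min RT preincubation with compound; start with substrate 50 nM final; reads at 0 and 15 min; qHTS titration, four-parameter Hill fit.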
N370S GC – N370S glucocerebrosidase modulation, Gaucher chaperone candidate. P04062. N370S GC spleen homogenate, 4MU-glucoside fluorescence. Potency, µM (titrated, usually from 59.4 µM), inactives show at the highest dose activity change, negative = inhibition, actives largely listed as inhibitors. actives 0.092% (n = 330,000);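 also: 0% = full enzyme activity and -100% = no enzyme basal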
* = called active by the depositor; ? = inconclusive; nt = no result given; & = joins results of further samples; [ ] = remark or other dose. Calls follow the shape of the dose curve; as a rule, active = well fitted curve in the direction sought with a large enough effect; inconclusive = small, poorly fitted or top-dose-only effect, or another doubt; inactive = no such curve, though single readings can be large; an effect the other way counts as inactive or inconclusive. Unless noted, % is scaled to controls: 0 for no effect and ±100 for the full control effect; potency is read from the fitted curve at half-maximal effect. Not all compounds are listed; rates above refer to the full screens.

item | canonical_smiles | N370S GC | FEN1 inhibitor | TDP1 cell CPT
1 | COc1ccccc1N1CCN(C2CCCN(C(=O)CN3CCCC3=O)C2)CC1 (configuration not stated) | -4% | -1% | -5%
2 | COc1cccc(OCC(=O)Nc2c3c(nn2-c2ccc(F)cc2)CS(=O)(=O)C3)c1 | -1% | -1% | 8%
3 | CC(C)C(=O)Nc1cccc(NC(=O)CCN2C(=O)c3ccccc3S2(=O)=O)c1 | 5% | -1% | -3%
4 | CCN(CC)CCOC(=O)c1ccc(N/C=C(/C#N)c2nc(-c3cccc(OC)c3)cs2)cc1 | ? | 1% | 5%
5 | Cc1c(CN(C)C(=O)c2ccc(Br)o2)cnn1C | 2% | 0% | 12%
6 | CCOc1ccc2nc(N/C(N)=N/C(=S)Nc3cccc(C)c3)nc(C)c2c1 | 6% | -8% | 18µM*
7 | CCOC(=O)Cc1csc(NC(=O)CSc2nnnn2-c2ccc(CC)cc2)n1 | -15% | -20% | -25%
8 | CC(O)c1nc2ccccc2n1C1CCCCC1 (configuration not stated) | -25% | -4% | ?
9 | O=C(O)CCN1C(=O)/C(=C\c2cccc(Oc3ccccc3)c2)SC1=S | 6% | ? | 2%
10 | Cn1c(SCCN2CCCC2)nnc1C1CCN(S(=O)(=O)c2cccc(F)c2)CC1 | -2% | 2% | -22%
11 | COCCCNC(=O)c1c[nH]c2ccc(S(=O)(=O)N3CCc4ccccc43)cc2c1=O | -14% | 4% | -29%
12 | CCOc1ccc(-c2c(C)nn3c(C)c(C(=O)Nc4ccccc4C(=O)OC)cnc23)cc1OCC | nt | 1% | ?
13 | CCn1nnnc1NCc1ccc(Cl)cc1 | 3% | -1% | 3%
14 | CCc1cccc(C)c1NC(=O)Cn1nc(C)n2cccc2c1=O | -5% | ? | -2%&-9%
15 | CCN(CC)c1ccc(NC(=S)NC(=O)C2CCC2)cc1 | -5% | -13% | ?
16 | CCOC(=O)c1ccn(-c2nc(-c3cccc(OC)c3)cc(C(F)(F)F)n2)n1 | nt | 1% | 15µM*
17 | Cc1ccccc1C(=O)c1cccn1CC(=O)NC1CCCC(C)C1C (configuration not stated) | 5% | 9% | ?
18 | Brc1ccc(Sc2cnc3ccccc3n2)cc1 | 2% | -10% | -11%
19 | Cc1ccc(Nc2c(-c3cccc(Cl)c3)nc3cccc(C)n23)cc1 | nt | ? | ?
20 | Cc1cc(=O)c(C(=O)O)nn1-c1ccccc1[N+](=O)[O-] | 0% | 12% | 12%

item | canonical_smiles | N370S GC | FEN1 inhibitor | TDP1 cell CPT
21 | CC(C)CNS(=O)(=O)c1cc(C(=O)O)c(Cl)cc1Cl | -3% | 14% | 4%
22 | C[C@@H](NC(=O)c1coc(=O)c(Br)c1)c1ccccc1 | 1% | 6% | 0.46µM*
23 | Cc1ccc(C(=O)NC(C)C2CCCO2)o1 (configuration not stated) | 0% | -4% | 3%
24 | CC(=O)c1ccc(NC(=O)CSc2nc(=O)n(Cc3ccccn3)c3c2CCC3)cc1 | nt | -13% | -2%
25 | CCn1cc(C(=O)NC2CCCC2)c(=O)c2cc(S(=O)(=O)N3CCOCC3)ccc21 | nt | -10% | -22%
26 | COC(=O)c1ccc(C(=O)OC)c(NC(=O)CSCC(=O)O)c1 | 5% | 1% | -6%
27 | Cc1ccc(-c2cc(C(=O)NCCCN3CCOCC3)c3ccccc3n2)cc1C | ? | 4% | -4%
28 | COc1ccc(C2CC(=O)N(Cc3ccccc3)c3c2c(C)nn3-c2nc(C)cc(C)n2)c(OC)c1 (configuration not stated) | nt | 16% | ?
29 | COc1cccc(-c2ccc(SCC(=O)NC3CCCCC3)nn2)c1 | -1% | -4% | ?
30 | COc1ccc(CCNC(=O)C2CCN(S(=O)(=O)c3cccc4cccnc34)CC2)cc1OC | 4% | 31% | 16µM*
31 | O=C(c1ccc(Br)s1)N(Cc1cccnc1)c1nc2ccc(F)cc2s1 | nt | -7% | -28%
32 | CCCCN1C(=O)N(C)C2C1N(C)C(=O)N2CCCC (configuration not stated) | 4% | 3% | 2%
33 | COc1ccccc1C(=O)COC(=O)Cc1c[nH]c2ccccc12 | -2% | 7% | -19%
34 | COCCCn1c(SCC(=O)Nc2oc(C)c3c(C)n[nH]c(=O)c23)nc2ccccc2c1=O | -3% | 9% | ?
35 | CCOc1ccc(CNC(=O)Cn2ccc3cc(S(=O)(=O)N4CCCCCC4)ccc32)cc1 | 14% | 3%&-10% | 16µM*
36 | CCCCN(C(=O)/C=C/c1ccc(OCC(C)C)c(OCC)c1)c1c(N)n(CCC)c(=O)[nH]c1=O | -1% | 0% | -15%
37 | O=C(COc1cc(Cl)ccc1Cl)Nc1ccc2[nH]c(=O)[nH]c2c1 | -5% | -5% | -19%
38 | Cc1ccc(C)c(-c2csc(NC(=O)c3cnccn3)n2)c1 | -11% | -2% | ?
39 | O=c1c2cc(Br)ccc2nc(-c2ccc([N+](=O)[O-])cc2)n1O | -1% | -2% | ?
40 | Cc1cccc(OCC(=O)Nc2cccc(C(=O)Nc3ccccc3C(=O)O)c2)c1 | 9% | -2% | ?

Reprinted at random: two records from the list
item | canonical_smiles | N370S GC | FEN1 inhibitor | TDP1 cell CPT
23 | Cc1ccc(C(=O)NC(C)C2CCCO2)o1 (configuration not stated) | 0% | -4% | 3%
15 | CCN(CC)c1ccc(NC(=S)NC(=O)C2CCC2)cc1 | -5% | -13% | ?

Next structures.
item | canonical_smiles | N370S GC | FEN1 inhibitor | TDP1 cell CPT
41 | COc1ccc(CCNC2CC(=O)N(CCc3ccccc3)C2=O)cc1OC (configuration not stated) | -1% | 6% | 0%
42 | CCc1cccc(CC)c1NC(=O)c1cccc(S(=O)(=O)N2CCN(C)CC2)c1 | -8% | 0% | -8%
43 | CCOC(=O)c1c(-c2ccc(C)s2)csc1N | 2% | -4% | ?
44 | CN(C)C(=O)c1ccc(-c2ccc3ncnc(Nc4ccc(F)cc4)c3c2)cc1 | -18% | nt | ?
45 | O=C(Nc1ccc2c(c1)OCO2)N1CCN(c2cccc(C(F)(F)F)c2)CC1 | 2% | -14% | 9.2µM*
46 | C=CCN1C=C2C(=O)C(C)(OC(=O)CC)C(=O)C=C2C=C1CCCC (configuration not stated) | -10%[12.8 µM] | -17% | -17%
47 | O=C(NNC1OC(CO)C(O)C(O)C1O)c1cccc(Br)c1 (configuration not stated) | 8% | 20% | -5%
48 | Cc1cccc(C(=O)Nc2ccc3oc(-c4cccc5c(Br)cccc45)nc3c2)c1 | nt | -7% | ?
49 | O=C(COc1ccccc1Cl)Nc1nnc(S(=O)(=O)N2CCCCCC2)s1 | -3% | 3%&5% | ?
50 | Nc1cccc(Oc2c(F)c(F)c(Oc3cccc(N)c3)c(F)c2F)c1 | 1% | -22% | 2%
51 | CC(C)c1ccc(NC(=O)C(c2ccccc2)N2CC(=O)Nc3ccccc32)cc1 (configuration not stated) | 20% | 3% | -14%
52 | CCc1ccccc1-n1c(C)nc2cc(C(=O)NCCc3ccc(Cl)cc3)ccc21 | nt | -18% | ?
53 | Cn1c(N)c(C(=O)COC(=O)CC(NC(=O)c2ccccc2Cl)c2ccccc2)c(=O)n(C)c1=O (configuration not stated) | 6% | 4% | ?
54 | CC(=O)Nc1nc(CC(C)C)cc(-c2ccccc2)c1C#N | -7% | -15% | 6%
55 | CCC(Oc1ccccc1)C(=O)NCc1cccnc1 (configuration not stated) | 10% | 2% | 1%
56 | Cc1cccc(C2(c3cccc(C)c3)OC(=O)c3ccccc32)c1 | 15% | -2% | ?
57 | O=C(NC1CC2CCCC(C1)N2Cc1ccc(F)cc1)c1ccc(F)cc1 (configuration not stated) | -17% | 0% | -23%
58 | Cc1ccc(C)c(OC(=O)c2ccncc2)c1 | 13% | 3% | -5%
59 | COc1ccc(NCc2cccn2-c2nnc(N3CCOCC3)s2)cc1OC | nt | -4% | -20%
60 | CC1S/C(=N/N=C/c2cccc([N+](=O)[O-])c2)NC1=O (configuration not stated) | -1% | -19% | ?

item | canonical_smiles | N370S GC | FEN1 inhibitor | TDP1 cell CPT
61 | CCNS(=O)(=O)c1ccc(NC(=O)c2cncc(Br)c2)cc1 | -2% | -5% | ?
62 | COc1ccc(CCN=C(N)NS(=O)(=O)c2ccc(C)c(C)c2)cc1 | 6% | -19% | 9%
63 | C(=N\Nc1nc2ccccc2s1)/c1ccc2c(c1)OCO2 | 12% | 6% | -20%
64 | CCCCCCCC(O)CC(CC1CCCCC1)C(=O)NN (configuration not stated) | 1% | -22% | ?
65 | O=C(c1cc2ccccc2oc1=O)N(c1ccccc1)C1C=CS(=O)(=O)C1 (configuration not stated) | 3% | -10% | -4%
66 | O=S(=O)(c1cccc(Br)c1)N1CCN(c2ccnc3cc(Cl)ccc23)CC1 | -21% | -7% | ?
67 | Cc1ccc(-c2c(C)nn3c(N4CCOCC4)cc(C)nc23)cc1 | -11% | 11% | -8%
68 | COc1ccc(C(C(=O)NC(C)(C)C)N(Cc2ccc(C)cc2)C(=O)CCC(=O)Nc2cc(C)on2)cc1 (configuration not stated) | 6% | -2% | -39%
69 | CN(C)c1ccc(NC(N)=S)cc1 | -3% | -8% | 3%
70 | Brc1ccc(Br)c2cnccc12 | nt | -4% | 5%
71 | CC(C)c1ccc(NC(=S)N2CCN(Cc3ccccc3)CC2)cc1 | -27% | 0% | ?
72 | NC(=O)c1ccc(NC(=O)c2cccc(Oc3ccccc3)c2)cc1 | 0% | -3% | -10%
73 | Cc1ccc(NC(=O)CSc2nc3ccccc3n2CC(=O)N(C)C2CCCCC2)cc1C | nt | 4% | ?
74 | CCOC(=O)c1ccc(NC(=O)NC2CCN(CC(=O)NCc3ccc4c(c3)OCO4)CC2)cc1 | -1% | -3% | -19%
75 | CCCOc1ccc(C2C(C#N)=C(N)Oc3nc[nH]c(=O)c32)cc1OC (configuration not stated) | 1% | -1% | -14%
76 | NC(=O)C1CCN(c2ccnc3cc(Cl)ccc23)CC1 | -5% | -7% | 2%
77 | Cc1ccc(C)c(S(=O)(=O)c2nnn3c2nc(Nc2ccc(C)c(C)c2)c2sccc23)c1 | nt | -9% | 0%
78 | CC(C)NC(=O)c1ccccc1NC(=O)c1nsc2ccccc12 | nt | 14% | -7%
79 | Cc1cc(C)c(NC(=O)C(C)n2nnc3sc(-c4ccccc4)cc3c2=O)c(C)c1 (configuration not stated) | nt | 0% | ?
80 | CC1(C)C=C2C(=NN(c3ccccc3)C(N)=C2C#N)CO1 | 7% | 0% | 13µM*
81 | Fc1ccc(-c2ccc3c(c2)C2CC3CCN2Cc2ccc3c(c2)OCO3)cc1 (configuration not stated) | nt | -20% | ?

20 of the compounds above, with two lines to a compound:
Screens in order: N370S GC, FEN1 inhibitor, TDP1 cell CPT
#62 COc1ccc(CCN=C(N)NS(=O)(=O)c2ccc(C)c(C)c2)cc1
    6%, -19%, 9%
#63 C(=N\Nc1nc2ccccc2s1)/c1ccc2c(c1)OCO2
    12%, 6%, -20%
#64 CCCCCCCC(O)CC(CC1CCCCC1)C(=O)NN (configuration not stated)
    1%, -22%, ?
#65 O=C(c1cc2ccccc2oc1=O)N(c1ccccc1)C1C=CS(=O)(=O)C1 (configuration not stated)
    3%, -10%, -4%
#66 O=S(=O)(c1cccc(Br)c1)N1CCN(c2ccnc3cc(Cl)ccc23)CC1
    -21%, -7%, ?
#67 Cc1ccc(-c2c(C)nn3c(N4CCOCC4)cc(C)nc23)cc1
    -11%, 11%, -8%
#68 COc1ccc(C(C(=O)NC(C)(C)C)N(Cc2ccc(C)cc2)C(=O)CCC(=O)Nc2cc(C)on2)cc1 (configuration not stated)
    6%, -2%, -39%
#69 CN(C)c1ccc(NC(N)=S)cc1
    -3%, -8%, 3%
#70 Brc1ccc(Br)c2cnccc12
    nt, -4%, 5%
#71 CC(C)c1ccc(NC(=S)N2CCN(Cc3ccccc3)CC2)cc1
    -27%, 0%, ?
#72 NC(=O)c1ccc(NC(=O)c2cccc(Oc3ccccc3)c2)cc1
    0%, -3%, -10%
#73 Cc1ccc(NC(=O)CSc2nc3ccccc3n2CC(=O)N(C)C2CCCCC2)cc1C
    nt, 4%, ?
#74 CCOC(=O)c1ccc(NC(=O)NC2CCN(CC(=O)NCc3ccc4c(c3)OCO4)CC2)cc1
    -1%, -3%, -19%
#75 CCCOc1ccc(C2C(C#N)=C(N)Oc3nc[nH]c(=O)c32)cc1OC (configuration not stated)
    1%, -1%, -14%
#76 NC(=O)C1CCN(c2ccnc3cc(Cl)ccc23)CC1
    -5%, -7%, 2%
#77 Cc1ccc(C)c(S(=O)(=O)c2nnn3c2nc(Nc2ccc(C)c(C)c2)c2sccc23)c1
    nt, -9%, 0%
#78 CC(C)NC(=O)c1ccccc1NC(=O)c1nsc2ccccc12
    nt, 14%, -7%
#79 Cc1cc(C)c(NC(=O)C(C)n2nnc3sc(-c4ccccc4)cc3c2=O)c(C)c1 (configuration not stated)
    nt, 0%, ?
#80 CC1(C)C=C2C(=NN(c3ccccc3)C(N)=C2C#N)CO1
    7%, 0%, 13µM*
#81 Fc1ccc(-c2ccc3c(c2)C2CC3CCN2Cc2ccc3c(c2)OCO3)cc1 (configuration not stated)
    nt, -20%, ?
